# Compound activity from PubChem BioAssay.
# MBD2 inh = blocks human MBD2 binding to methylated DNA; Q9UBB5; TR-FRET, MBD2 binding to methylated oligonucleotide; inhibition, % at 4.4 µM; 0.31% of 370,000 active; in the data active = inhibition above about 13%
# Target sequence (Q9UBB5 whole entry, looked up): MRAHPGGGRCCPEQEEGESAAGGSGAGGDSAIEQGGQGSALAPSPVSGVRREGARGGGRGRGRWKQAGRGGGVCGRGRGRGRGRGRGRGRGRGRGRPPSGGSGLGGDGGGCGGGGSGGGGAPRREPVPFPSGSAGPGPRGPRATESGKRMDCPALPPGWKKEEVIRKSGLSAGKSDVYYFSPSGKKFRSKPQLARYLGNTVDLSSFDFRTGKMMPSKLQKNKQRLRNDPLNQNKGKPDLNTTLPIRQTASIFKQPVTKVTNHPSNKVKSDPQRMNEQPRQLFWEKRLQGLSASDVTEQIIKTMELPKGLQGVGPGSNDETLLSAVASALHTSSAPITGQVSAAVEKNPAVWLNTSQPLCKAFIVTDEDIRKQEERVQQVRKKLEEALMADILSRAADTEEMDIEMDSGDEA
# LEDGF integ inh = blocks HIV-1 LEDGF/p75-dependent DNA integration; inhibition, % at 3.7 µM; AID 743269; TR-FRET IN-LEDGF/p75 DNA integration, Eu/Cy5; 0.64% of 370,000 active;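 active = inhibition above the screen-wide mean plus 3 SD, cut at about 13% in these data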;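 also: signal is the Cy5 over europium emission ratio at 671 and 618 nm; 0% = plate median of compound wells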
# rCAG binder = molecules binding r(CAG) RNA repeats | r(CAG) RNA repeat, TO-PRO-1 dye displacement fluorescence | inhibition, % at 3 µM | 1.3% of 370,000 active | AID 651821;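 active = inhibition above the plate cutoff, the mean of all test compounds on that plate plus 3 SD, cut at about 35% in these data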;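 also: 0% = DMSO alone and 100% = 100 µM mitoxantrone as full dye displacement; higher means more dye released from RNA so lower well fluorescence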
# ABHD4 inh = inhibits mouse alpha/beta hydrolase domain 4 | Q8VD66 | purified mABHD4, FP-Rh probe fluorescence polarization | inhibition, % at 8.92 µM | 0.54% of 370,000 active | AID 720543;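 active = inhibition exceeding the mean over every tested compound plus 3 SD, cut at about 30% in these data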;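 also: 0% = plate median of compound wells and 100% = S159A mutant with DMSO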
#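 Test system: mABHD4 protein; Read-out basis: % inhibition; Incubation: 45 min + 60 min at 25 °C; Repeats: single replicate; Technique: fluorescence polarization with parallel and perpendicular emission, 525/598 nm; Compound: 8.92 µM, single dose; Benchmarks: full inhibition S159A mutant plus DMSO, zero as sample-well median.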
# TCR CD3 inh = inhibitors of human TCR-CD3 interaction. 0.37% of 360,000 active. TAMRA-labeled TCR probe fluorescence, biochemical. inhibition, % at 9.4 µM; in the data active = inhibition above about 19%;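 also: recombinant mutant TCR 2C K166C tagged with TAMRA read by polarization; 0% = receptor in buffer alone and 100% = receptor with positive control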
# SIAE inh = human SIAE inhibition, primary screen; 0.69% of 370,000 active; SIAE FP-Rh probe binding, fluorescence polarization; Q9HAT2; inhibition, % at 9.66 µM;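 active = inhibition above a cutoff: mean of compounds within the control limits plus 3 SD of those, cut at about 17% in these data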;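 also: 0% = plate median of compound wells and 100% = probe without SIAE protein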
# Target sequence (Q9HAT2 whole entry, looked up): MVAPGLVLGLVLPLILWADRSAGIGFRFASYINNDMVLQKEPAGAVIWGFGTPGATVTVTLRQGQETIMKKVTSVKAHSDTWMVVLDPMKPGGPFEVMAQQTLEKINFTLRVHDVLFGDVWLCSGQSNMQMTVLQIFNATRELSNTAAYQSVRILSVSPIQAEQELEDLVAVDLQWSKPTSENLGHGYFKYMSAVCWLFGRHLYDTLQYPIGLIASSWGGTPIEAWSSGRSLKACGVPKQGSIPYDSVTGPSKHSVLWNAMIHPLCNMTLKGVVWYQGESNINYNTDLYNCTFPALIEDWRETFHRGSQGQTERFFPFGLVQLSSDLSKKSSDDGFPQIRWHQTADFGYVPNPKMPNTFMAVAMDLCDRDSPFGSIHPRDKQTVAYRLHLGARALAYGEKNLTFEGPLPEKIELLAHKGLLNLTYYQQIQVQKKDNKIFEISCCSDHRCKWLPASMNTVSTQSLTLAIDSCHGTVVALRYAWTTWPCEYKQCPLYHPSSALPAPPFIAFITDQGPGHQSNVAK
# TDP2 inh = TDP2 (human) inhibition, absorbance primary screen; recombinant TDP2, T5PNP hydrolysis, p-nitrophenol absorbance 415 nm; inhibition, % at 12.8 µM; 0.34% of 370,000 active; AID 720702;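 active = inhibition above the mean of all tested compounds plus 3 SD, set per campaign, cut at about 25% in these data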;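 also: 0% = DMSO with enzyme and 100% = buffer with substrate but no TDP2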
#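 test system = human TDP2 enzyme | input = TDP2 enzyme at 120 nM final | medium = 50 mM Tris-HCl pH 7.5 with Mg2+, KCl, DTT, BSA | also added = T5PNP substrate, 5 mM | times = 2 h at 37 °C | technique = epi absorbance | benchmarks = high control without enzyme, low control DMSO plus TDP2 | replication = each compound tested once, singlicate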
# HTRA1 inhibitor = HTRA1 (human) protease inhibition; Q92743; recombinant HTRA1, FP-rhodamine activity-based probe, fluorescence polarization; 0.5% of 340,000 active; inhibition, % at 5.96 µM; in the data active = inhibition above about 36%;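 also: 0% = enzyme with DMSO and 100% = wells lacking enzyme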
# PRMT1 inh = blocks human protein arginine methyltransferase 1 | Q99873 | recombinant PRMT1, activity-based probe fluorescence polarization | inhibition, % at 2.79 µM | 1.3% of 370,000 active | AID 652257;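 active = inhibition above about 21% made by adding two undisclosed values, limit read from the data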
# NPR2 activator = GC-B (human) receptor activation; P20594; HEK293-GC-B cells, CNP EC30, cGMP TR-FRET; 0% at EC30 CNP, 100% saturating CNP; activation, % at 10 µM; 0.11% of 370,000 active;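 active = activation at 10 µM reaching about 35% in either raw or pattern-adjusted values, limit read from the data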
# The depositor's hits bear a star; . = no result given. This is a subset; rates above refer to the full screens.
SMILES,MBD2 inh,LEDGF integ inh,rCAG binder,ABHD4 inh,TCR CD3 inh,SIAE inh,TDP2 inh,HTRA1 inhibitor,PRMT1 inh,NPR2 activator
COCCNC(=O)CSc1nnc(CCCN2C(=O)c3cccc4cccc(c34)C2=O)n1-c1ccccc1,-6,2,-7,7,0,4,12,-1,0,-10
O=C(NCc1ccccc1Cl)c1csc2c1CCCCC2,0,-2,-7,-6,4,-6,-1,-7,4,5
CCN(C(=O)CN1C(=O)COc2ccc(S(=O)(=O)N3CCCCCC3)cc21)c1cccc(C)c1,8,-2,-1,9,2,-1,10,-16,8,-14
CCOC(=O)C1CCCN(C(=O)c2cccc([N+](=O)[O-])c2C)C1 (centres undefined),-4,-5,4,0,-2,-4,-2,7,2,4
COc1ccc(Cl)cc1C(=O)NCc1ccc2c(c1)OCO2,-4,1,-3,0,2,5,-11,-5,-3,1
CCC(=O)Nc1ccc(OCC2CCCO2)cc1 (centres undefined),-5,-1,0,0,4,-2,-13,2,-1,2
CCCCc1ccc(NC(=O)CSC2=C(C#N)C(c3ccco3)C3=C(CCCC3=O)N2)cc1 (centres undefined),1,1,10,-47,2,-87,13,-66,3,-14
Cn1ncc([N+](=O)[O-])c1C(=O)N/N=C/c1c[nH]c2ccccc12,3,-3,1,0,3,5,4,1,-3,0
CCOC(=O)c1oc2cc(O)ccc2c(=O)c1-c1ccccc1OC,2,0,2,-5,5,2,9,-5,2,-1
O=C(COc1ccc(Cl)cc1Cl)NN1C(=O)/C(=C\c2ccc(Cl)cc2)SC1=S,0,0,5,0,-7,-6,-6,5,-3,2
COc1ccc(C(=O)OCc2c(-c3cccc(OC)c3)ncc3ccccc23)cc1,-4,0,1,-7,9,-6,5,-26,0,4
C[C@@H]1CCCCO[C@@H](CN(C)C(=O)Nc2ccc3c(c2)OCO3)[C@@H](C)CN([C@H](C)CO)C(=O)c2cc(N(C)C)ccc2O1,3,-3,4,-2,-2,1,10,-1,-3,2
O=C(c1ccc(S(=O)(=O)N2CCCC2)cc1)N(c1ccc(F)cc1)C1C=CS(=O)(=O)C1 (centres undefined),8,-3,-5,-7,-10,2,1,-1,0,-9
CC(=O)Nc1ccc(NC(=O)C(C)OC(=O)c2cccc(S(=O)(=O)N3CCCC3)c2)cc1 (centres undefined),-6,0,-1,1,-1,7,5,1,2,2
COc1cccc(NC(=O)CSc2nnc(Cc3cccn3C)n2-c2ccc(F)cc2)c1,-1,-1,6,6,-7,-1,0,-3,4,-1
Cc1ccccc1NC(=O)C(c1ccccc1)C1CCCC1 (centres undefined),-7,0,-1,-15,5,2,7,-10,-3,-2
CSc1cccc(NC(=S)N(CCN(C)C)C(C)c2ccccn2)c1 (centres undefined),4,0,-2,-2,4,8,14,-3,0,-3
CCn1c2ccccc2c2nnc(SCC(=O)N(C)C3CCS(=O)(=O)C3)nc21 (centres undefined),1,-6,-1,-1,0,7,8,3,2,-2
CN1CCN(c2ccc(CNC[C@H]3O[C@@H](n4cnc5c(=O)[nH]c(N)nc54)[C@H](O)[C@@H]3O)c(F)c2)CC1,6,-5,2,-3,-8,1,-11,.,11,8
COc1ccc2sc(-c3ccc(S(C)(=O)=O)cc3)c(-c3ccc(C(N)=O)cc3)c2c1,9,1,7,-6,-6,4,-3,-8,-1,-6
COc1ccc(-c2csc(NC(=O)c3cccs3)c2C(=O)O)cc1OC,5,18*,25,5,2,-1,-1,-6,-8,-3
COC(=O)[C@]12C[C@H](CC(=O)NCCCN3CCCC3=O)C(=O)N(Cc3ccccc3)C1=C[C@H](C1CCCC1)O[C@@H]2C,-2,0,-2,2,7,-5,-5,.,1,-2
Cc1ccc(-c2c(C)sc(=NC(=O)c3ccco3)n2C)cc1,5,0,-7,-1,2,1,-4,-13,-3,0
COCCSc1nnc(NC(=O)C2CC(=O)N(c3ccc(C)cc3)C2)s1 (centres undefined),-5,-5,2,1,2,2,1,0,0,1
CC1CCCC(NC(=O)CSc2nccn2C)C1C (centres undefined),1,1,-2,-2,6,5,10,6,-2,0
CCCCNC(=O)C1C(c2ccc(OC)cc2)=Nc2ccccc2N1C(=O)c1ccncc1 (centres undefined),8,0,3,4,16,3,8,.,-4,-5
CCN(C(=O)CSc1nnc(-c2ccc(OC(F)F)cc2)n1N)C1CCS(=O)(=O)C1 (centres undefined),-5,2,-3,1,-2,4,15,-1,-3,-3
COc1ccc(Oc2cc(Cl)nc(N)n2)cc1,3,-1,2,2,4,-1,0,-3,-1,1
N#Cc1c(N)nc2c(c1-c1ccncc1)CCCCCC2,-1,5,2,3,3,7,-4,4,-2,3
COC(=O)CCC(=O)N1CCc2cc(S(=O)(=O)N3CCc4ccccc43)ccc21,2,4,-3,3,0,0,-6,-4,-2,-15
N#CC(c1ccc(Cl)cc1)c1ccc(Cl)nn1 (centres undefined),-7,-1,9,-10,14,-7,-18,-7,-4,-4
Cc1ccc2cc(CN(Cc3nnnn3C3CCCC3)C3CCCCC3)c(=O)[nH]c2c1C,-4,0,2,1,1,-3,3,4,2,4
CCN(CC)C(=O)c1ccc(/C=C/c2c[nH]c3ccccc23)[n+](C)c1,-50,0,-20,-11,5,-8,-8,-1,-45,-6
Cc1[nH]n(-c2ccc(Cl)cc2)c(=O)c1/C=N/n1c(C)nc2ccccc2c1=O,-6,-1,6,8,-2,2,-1,5,3,2
CCOc1ccc(NC(=O)CN(c2ccc(OC)cc2)S(C)(=O)=O)cc1,0,-6,-2,1,4,0,4,-2,-1,0
Cc1onc(-c2ccccc2)c1NC(=O)Nc1c(-c2ccccc2)noc1C,-2,2,1,0,3,3,-1,3,1,0
CCCCN1C(=O)C(=O)N(CC(=O)Nc2sc(C)c(C)c2C(=O)OC)C1=O,5,-1,14,1,2,5,-6,-2,-2,-4
Cc1ccc(OCc2ccc(C(=O)NN)o2)cc1C,0,0,2,-3,-2,-1,5,-13,3,-3
O=C(O)C1CSCN1S(=O)(=O)c1cccc2nsnc12 (centres undefined),1,1,1,5,2,2,12,3,4,0
CCC1(c2ccccc2)NC(=O)N(CC(=O)Nc2cccc(S(=O)(=O)N3CCCC3)c2)C1=O (centres undefined),4,-2,9,7,0,2,-8,-1,-2,9

# Taken from above for reference:
SMILES,MBD2 inh,LEDGF integ inh,rCAG binder,ABHD4 inh,TCR CD3 inh,SIAE inh,TDP2 inh,HTRA1 inhibitor,PRMT1 inh,NPR2 activator
Cc1ccc(-c2c(C)sc(=NC(=O)c3ccco3)n2C)cc1,5,0,-7,-1,2,1,-4,-13,-3,0
COCCSc1nnc(NC(=O)C2CC(=O)N(c3ccc(C)cc3)C2)s1 (centres undefined),-5,-5,2,1,2,2,1,0,0,1
CC1CCCC(NC(=O)CSc2nccn2C)C1C (centres undefined),1,1,-2,-2,6,5,10,6,-2,0

# Arranged by SMILES length (lowest first): six of the compounds above
SMILES,MBD2 inh,LEDGF integ inh,rCAG binder,ABHD4 inh,TCR CD3 inh,SIAE inh,TDP2 inh,HTRA1 inhibitor,PRMT1 inh,NPR2 activator
CCC(=O)Nc1ccc(OCC2CCCO2)cc1 (centres undefined),-5,-1,0,0,4,-2,-13,2,-1,2
CC1CCCC(NC(=O)CSc2nccn2C)C1C (centres undefined),1,1,-2,-2,6,5,10,6,-2,0
N#CC(c1ccc(Cl)cc1)c1ccc(Cl)nn1 (centres undefined),-7,-1,9,-10,14,-7,-18,-7,-4,-4
CCOC(=O)c1oc2cc(O)ccc2c(=O)c1-c1ccccc1OC,2,0,2,-5,5,2,9,-5,2,-1
COc1cccc(NC(=O)CSc2nnc(Cc3cccn3C)n2-c2ccc(F)cc2)c1,-1,-1,6,6,-7,-1,0,-3,4,-1
COC(=O)[C@]12C[C@H](CC(=O)NCCCN3CCCC3=O)C(=O)N(Cc3ccccc3)C1=C[C@H](C1CCCC1)O[C@@H]2C,-2,0,-2,2,7,-5,-5,.,1,-2

# (continued)
SMILES,MBD2 inh,LEDGF integ inh,rCAG binder,ABHD4 inh,TCR CD3 inh,SIAE inh,TDP2 inh,HTRA1 inhibitor,PRMT1 inh,NPR2 activator
COc1ccc(C(=O)N2CCCC(c3ccccc3)C2)cc1 (centres undefined),-1,-5,-10,-5,0,-5,-11,-9,0,-5
CC(C)(C)OC(=O)C[C@@H]1C/C=C\C[C@@H](CC(=O)NCCO)C(=O)N[C@H](Cc2c[nH]c3ccccc23)COC1=O,0,-2,-5,8,-4,6,3,-1,-1,1
CN(C(=O)c1ccc(Br)cc1)C1CCS(=O)(=O)C1 (centres undefined),4,0,0,4,1,3,2,5,0,3
COc1ccc(C(=O)N2CCN(Cc3nc(CC4CC4)no3)CC2)cc1,1,1,-5,1,1,-1,-6,3,-4,4
C[C@@H]1CC=C[C@H]2[C@H]1C(=O)N(Cc1ccccc1)[C@H]2c1ccc(/C=C/c2ccccc2)cc1F,-2,0,1,-8,-2,0,-4,-39,-3,1
c1cc2c3c(cccc3c1)NN=N2,-19,1,8,33*,-1,8,-4,37*,6,1
COc1cccc(NC(=O)CN(c2ccc([N+](=O)[O-])cc2)S(=O)(=O)c2ccccc2)c1,4,1,1,-8,-4,2,6,-5,-2,3
CNC(=O)/C(C#N)=C/c1c(N2CCN(c3ccc(OC)cc3)CC2)nc2c(C)cccn2c1=O,-2,2,-4,4,-9,3,2,5,2,-2
COc1cccc(NC(=S)NNC(=O)Cn2nc(C(F)(F)F)cc2C)c1,-3,4,8,2,3,13,0,-4,-1,-2
COc1ccccc1C(=O)N/N=C(\C)c1ccc(NC(=O)Cc2ccccc2)cc1,2,2,-3,5,9,8,0,-6,0,-4
CC(C)(C)Cc1c(-c2ccc(C#N)cc2)nc2ccc(Cl)cn12,4,-4,13,-3,-1,0,-3,17,3,0
COCCCN(C(=O)Cc1coc2cc(C)c(C)cc12)c1c(N)n(Cc2ccccc2)c(=O)[nH]c1=O,4,-1,1,4,5,-1,19,-7,0,2
CN(C)S(=O)(=O)c1cccc(COC(=O)Cc2c(F)cccc2Cl)c1,-2,1,-9,-3,5,-9,-3,4,0,2
